Screening results deposited in PubChem by National Center for Advancing Translational Sciences (NCATS).
KDM5B inh: inhibitors of human KDM5B histone demethylase | Q9UGL1 | KDM5B demethylase, FDH-coupled NADH fluorescence (FDH is formaldehyde dehydrogenase) | Potency, µM (titrated, usually from 57.7 µM), inactives show top-dose activity change, negative = inhibition, most hits filed as inhibitors | 220,000 compounds, 2.6% hits | AID 1347165; active = well fitted inhibition curve with a large enough effect; inconclusive = small, poorly fitted or top-dose-only effect; inactive = no such curve, though single readings can be large or run the other way; note: 0% is about no effect; nearly all actives have a fitted effect of over 70% in size
Target sequence (Q9UGL1 whole entry, looked up): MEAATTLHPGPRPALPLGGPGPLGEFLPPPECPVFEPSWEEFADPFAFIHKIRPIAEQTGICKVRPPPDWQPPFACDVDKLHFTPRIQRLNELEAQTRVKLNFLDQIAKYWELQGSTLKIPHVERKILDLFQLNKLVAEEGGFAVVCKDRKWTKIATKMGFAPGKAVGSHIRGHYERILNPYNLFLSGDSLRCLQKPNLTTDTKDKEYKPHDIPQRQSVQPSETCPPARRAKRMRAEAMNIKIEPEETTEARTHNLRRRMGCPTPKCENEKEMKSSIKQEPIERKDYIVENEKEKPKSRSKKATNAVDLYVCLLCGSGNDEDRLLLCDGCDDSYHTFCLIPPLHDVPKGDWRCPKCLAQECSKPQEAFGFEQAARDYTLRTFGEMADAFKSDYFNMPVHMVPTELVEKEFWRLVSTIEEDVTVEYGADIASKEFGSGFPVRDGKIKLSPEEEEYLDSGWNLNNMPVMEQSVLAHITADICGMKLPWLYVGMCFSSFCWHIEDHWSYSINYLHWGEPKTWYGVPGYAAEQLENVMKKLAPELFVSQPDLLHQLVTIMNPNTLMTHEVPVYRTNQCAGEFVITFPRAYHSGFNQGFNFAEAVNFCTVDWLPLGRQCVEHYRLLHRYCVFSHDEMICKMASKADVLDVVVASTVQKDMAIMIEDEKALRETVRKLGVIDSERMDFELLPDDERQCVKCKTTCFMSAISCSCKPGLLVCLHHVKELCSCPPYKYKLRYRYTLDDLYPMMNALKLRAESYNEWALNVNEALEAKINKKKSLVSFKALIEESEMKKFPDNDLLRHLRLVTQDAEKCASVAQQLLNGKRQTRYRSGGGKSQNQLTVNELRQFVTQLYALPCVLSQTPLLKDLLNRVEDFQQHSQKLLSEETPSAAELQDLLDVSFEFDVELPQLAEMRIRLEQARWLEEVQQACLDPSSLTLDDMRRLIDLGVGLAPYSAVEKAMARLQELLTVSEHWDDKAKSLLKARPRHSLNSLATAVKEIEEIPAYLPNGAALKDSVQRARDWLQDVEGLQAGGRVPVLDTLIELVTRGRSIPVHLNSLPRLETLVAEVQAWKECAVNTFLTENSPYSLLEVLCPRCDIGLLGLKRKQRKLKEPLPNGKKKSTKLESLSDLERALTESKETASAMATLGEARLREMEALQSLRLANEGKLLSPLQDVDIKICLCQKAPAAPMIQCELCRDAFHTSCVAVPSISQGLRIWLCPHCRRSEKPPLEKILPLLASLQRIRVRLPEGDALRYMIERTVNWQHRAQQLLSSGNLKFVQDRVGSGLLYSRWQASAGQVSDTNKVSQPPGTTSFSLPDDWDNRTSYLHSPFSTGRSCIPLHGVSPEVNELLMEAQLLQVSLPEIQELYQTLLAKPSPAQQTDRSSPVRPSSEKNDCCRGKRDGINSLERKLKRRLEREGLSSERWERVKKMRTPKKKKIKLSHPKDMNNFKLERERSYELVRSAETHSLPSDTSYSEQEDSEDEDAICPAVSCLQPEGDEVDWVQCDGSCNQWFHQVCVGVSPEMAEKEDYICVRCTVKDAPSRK
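Coupled FDH/NAD⁺ fluorescence readout. KDM5BΔAP 200 nM final; compound titration, 10 min RT preincubation; substrate mix 12.5 µM H3K4me3, 25 µM 2-OG, 50 µM Fe(II), 100 µM ascorbate, 0.25 mM NAD⁺, 0.25 U/mL FDH; ΔRFU over 30 min.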
* hit, by the source's call; ? = inconclusive; [ ] = dose if it differs, or a comment. Potency is the fitted concentration of half-maximal effect.

Structure	KDM5B inh
COCCCNC(=O)N1CCc2nn(C)c(=O)n2CC1	-13%
Cn1c(CCC(=O)N2CC[C@H](CO)[C@H](O)C2)nc2cccnc21	-24%
COc1cc(NC(=O)NC(C)c2ccc(Cl)cc2Cl)cc(OC)c1OC (stereo unspecified)	12%
COc1cccc(CC(=O)NCC2Cn3cccc3C(=O)N2Cc2ccccc2)c1 (stereo unspecified)	-3%
COc1ccc(C(=O)N2CCc3nnc([C@@H]4C[C@@H](O)CN4C)n3CC2)cn1	-11%
c1ccc(-c2nn[nH]n2)cc1	-8%
CCOC(=O)c1cnc2cc(C(F)(F)F)ccc2c1N1CCN(c2ccc(F)cc2)CC1	?
Cc1ccnc(Cc2ccccc2)n1	31%
O=C(O)CCC(=O)N[C@H]1CCN2C(=O)c3cc(-c4ccccc4)ccc3NC(=O)[C@H]12	-1%[86.2 µM]
CN1C(=O)C2(CC(=O)Nc3[nH]ncc32)c2ccccc21 (stereo unspecified)	6%
O=C(Nc1ccccc1)N1CCC(Oc2ncccc2C(=O)N2CCOCC2)C1 (stereo unspecified)	-12%
COc1ccc(OC)c(CNC(=O)c2cc3c(-c4ccc(OC)c(OC)c4)nn(C)c3s2)c1	?
O=C(Cc1ncc(C(F)(F)F)cc1Cl)NCc1cccnc1	-11%
CC1=C[C@@H](CN2CCCC2)[C@H](C(C)C)C[C@H]1Cc1nnc(-c2ccc([N+](=O)[O-])cc2)o1	-22%[86.2 µM]
CCN1C(=O)C2CC3(CCN(Cc4ccc5cc[nH]c5c4)CC3)CN2C1=O (stereo unspecified)	-14%
COC(=O)c1c(C)oc2ccc(N(C(=O)c3ccncc3)S(=O)(=O)c3ccc(Br)cc3)cc12	?
COc1ccc(CNC(=O)C[C@@H]2CCNC[C@@H]2Cc2cc(-c3ccc(C(C)(C)C)cc3)on2)cc1OC	-22%
O=C(c1cc(F)ccc1F)N1CC(Oc2cccc(-c3nc(-c4ccccc4)no3)c2)C1	-22%
O=C(NCCc1ccc(F)cc1)C(=O)NCC(c1ccc2c(c1)OCO2)N1CCOCC1 (stereo unspecified)	?
CCOc1ccc(S(=O)(=O)Nc2cc(NS(=O)(=O)c3ccc(OCC)cc3)cc(C(=O)O)c2)cc1	-40%
CCN(CC)c1ccc(NC(=O)c2sc3nc4c(cc3c2N)CN(C)CC4)cc1	-14%
CC(=O)N1Cc2ccccc2CC2(CCCN2CC2CCCC2)C1 (stereo unspecified)	?
CNC(=O)c1cc(S(=O)(=O)NC2CCCCCC2)ccc1C	-2%
O=C(Nc1ccccc1)N(Cc1cccs1)c1ccc(F)cc1	-5%
Cc1ccc(C)c(N2CCN(C(=O)c3cccc(-n4c(C)nc5cccnc54)c3)CC2)c1	-15%
CCN(Cc1ccc(OC)cc1)c1ccc(-c2nc(-c3ccncc3)no2)cc1[N+](=O)[O-]	-36%
Cc1nn(CCNC(=O)c2ccccc2C2CCNC2)c(C)c1Cl (stereo unspecified)	12%
O=C(c1cnn2ccccc12)N1CCC(Cc2cccc(CO)c2)C1 (stereo unspecified)	28µM*
COCCN1CCCC(c2[nH]ccc2C(=O)NCCc2nc3ccccc3[nH]2)C1 (stereo unspecified)	10%
COc1ccc(/C=N/NC(=O)c2ccn[nH]2)cc1CN1CCOCC1	15%
CCn1ccc2cc(S(=O)(=O)N3CCC(C(=O)NCCCOC(C)C)CC3)ccc21	15%
c1ccc(-c2ccc(CN3CCOC[C@H](Oc4cnccn4)C3)cc2)cc1	?
COc1cc(-c2nnc3sc(COc4ccc(C(C)(C)C)cc4)nn23)cc(OC)c1OC	?
Cc1cc(=O)n(Cc2cccc(Cl)c2)c2c1c(C)nn2C	-16%
O=C(OCc1cccc([N+](=O)[O-])c1)c1c2c(nc3ccccc13)CCCCC2	-10%
CN1CCN(c2nc(Nc3ccccc3)nc(N)c2[N+](=O)[O-])CC1	20%
O=C(c1cccc2ncccc12)N1CCC2(CC1)Nc1ccccc1NC2=O	-6%
COc1ccc(C(=O)NCc2ccc3c(c2)CCN3C(=O)c2ccc(Cl)cc2)c(OC)c1	-12%
Cc1c(-c2ccccc2)oc2c(C(=O)NCc3ccccc3CN(C)C)cccc2c1=O	-3%
O=C1C(N2CCN(Cc3ccc[nH]3)CC2)CCN1Cc1ccccn1 (stereo unspecified)	?
Cc1ccc(S(=O)(=O)Nc2nc3ccccc3nc2Nc2ccc(C(=O)O)cc2)c(C)c1	-5%
CC1CC(NC(=O)CCCC(=O)O)CC(C)(C)C1 (stereo unspecified)	-7%
c1ccc(-c2noc(CNC3CCCCC3)n2)cc1	5%
Cc1oc2ncnc(N3CCCCC3)c2c1C(=O)Nc1cccc(F)c1	13%
COCCC(=O)N1CCCCCCNC(=O)[C@@H]2C[C@@H](c3nc(-c4cccnc4)no3)C[C@@H]21	5%
CCC(C)Oc1ccc(C2CC(=O)NC3=C2C(=O)CC(C)(C)C3)cc1 (stereo unspecified)	23%
Cc1ccc2c(CC(=O)Nc3c(C(=O)c4ccc(F)cc4)oc4ccccc34)coc2c1C	-14%
COc1cccc(-c2ccc(CN3C4CCC3CN(C(C)C)C4)cc2)c1	21%[149 µM]
COc1cc(OC)c2c(C)c(CC(=O)Nc3cccc(Cl)c3)c(=O)oc2c1	?
CCOC(=O)C1=C(C)Oc2ncn3nc(-c4ccccc4O)nc3c2C1c1ccc(OC)c(OC)c1 (stereo unspecified)	8%
O=C(NN=C1CCCCC1)c1sc2ccccc2c1Cl	19%
CCOc1ccc(CCNC(=O)c2cc3c(=O)n(C)c4ccccc4c3n2C)cc1OCC	-29%
O=C(c1cccnc1)N1CCC2(CC1)CC(N(C(=O)c1ccccc1)C1CC1)CCO2 (stereo unspecified)	3%
CCCN1C(=O)Cc2ccccc2C1C(=O)NCc1ccc(F)cc1Cl (stereo unspecified)	0%
O=C(Cn1c(=O)c2sccc2n(CC(=O)N2CCCC2)c1=O)Nc1ccc(F)cc1	-9%
O=C(CC1CCCCC1)N1CCC2(CC1)CC(N(Cc1ccc(F)cc1)C1CC1)CCO2 (stereo unspecified)	-18%
Nc1nc2c(s1)C(c1ccccc1)CC(=O)N2 (stereo unspecified)	28µM*
Cc1ccc(C)c(CSc2c(C(C)C)cnc3c2c(=O)n(C)c(=O)n3C)c1	-27%
Cc1cc(C)n(-c2ccc(NC(=O)C3CCCCN3C(=O)c3occc3C)cc2)n1 (stereo unspecified)	5%
CN(c1ncnc2scc(-c3ccc(Cl)cc3)c12)C1CC1	15%

(listing goes on)
Structure	KDM5B inh
O=C(NCc1cccc(C(F)(F)F)c1)C1(CCO)CCN(c2ncccn2)C1 (stereo unspecified)	?
COC(=O)[C@@H](Cc1cccnc1)NC(=O)[C@H]1CN(C(=O)Nc2ccccc2)CCN1C(=O)C1CCCCC1	33%[activator]
O=C(CC1CCN(C(=O)C2(c3ccccc3)CC2)C1)NC1CC1 (stereo unspecified)	-9%
CCNC(=O)N[C@H]1CO[C@H]2[C@@H]1OC[C@@H]2Nc1nccc(-c2cccc(F)c2)n1	32µM*
Cc1ccccc1NC(=O)N1C[C@@H](F)C[C@H]1C(=O)N1CCc2ccccc2C1	6%
COc1ccc(CNC(=O)c2cc3n(n2)CC(c2ccc(Cl)cc2)OC3)cc1OC (stereo unspecified)	-14%
CCCc1nnc([C@H]2CCN(C(=O)COC)C2)o1	?
CO[C@@H]1CO[C@H]2[C@@H]1OC[C@@H]2NC(=S)Nc1ccccc1	-31%[115 µM]
CSc1nn(CC(=O)Nc2ccccc2F)c(N)c1S(=O)(=O)c1ccccc1	-2%
O=c1c2c(n(CCOc3ccccc3)n1-c1ccccc1)CN(Cc1nccs1)CC2	?
C#CC(C)(C)NC(=O)c1ccc(-c2ccccc2F)cc1	-3%
CN(C)c1ccc(C(CNC(=O)c2ccc(C(C)(C)C)cc2)N2CCCC2)cc1 (stereo unspecified)	?
COc1ccc(-c2nc3cc(C)ccc3cc2CN2CCCC(OC)C2)cc1 (stereo unspecified)	25µM*
CC(C)c1ccc(C(C)NC(=O)CN2CCCc3nc(-c4ccccc4)ncc3C2=O)cc1 (stereo unspecified)	-7%
CC(C)c1noc(-c2ccn3c(CNC(=O)Cc4ccccc4Cl)nnc3c2)n1	16µM*
CC/C(C)=C(/C#N)C(=O)NC1CCCCC1	4%
CC(C)[C@H]1CN(CCC(=O)O)C[C@@H]1NC(=O)c1ccc(CO)o1	7%
CCCCCCn1c(NCCO)nc2c1c(=O)n(C)c(=O)n2C	10%
Cc1cccc(OCCN(C)C(=O)COc2ccc3c(C)cc(=O)oc3c2)c1	?
O=C1CC2CS(=O)(=O)CC2N1c1ccc(N2CCOCC2)cc1 (stereo unspecified)	10%
N#Cc1ccc(CN2CCC3(C2)C(=O)N(c2ccccc2)c2ccccc23)cc1 (stereo unspecified)	6%[115 µM]
COc1cccc(NC(=O)N2CCC(CN3CCOCC3)CC2)c1	12%
COc1ccc(OC)c(-c2csc(NC(=O)Cc3ccc(F)cc3)n2)c1	?
COc1ncccc1Nc1cnc2ccc(-c3ccc(F)cc3)nn12	6%[86.2 µM]
COCC1CN(C(C)=O)CC12CCN(Cc1cccnc1)CC2 (stereo unspecified)	?
COc1ccc(C)c2sc(=NC(=O)c3cccc(N4C(=O)CCC4=O)c3)n(C)c12	?
COc1ccccc1CNc1nc2c(S(=O)(=O)c3ccc(C)c(C)c3)nnn2c2ccc(Cl)cc12	?
CCn1c(C2CCCN(Cc3ccccn3)C2)nn(C)c1=O (stereo unspecified)	-26%
O=C1CCCN1CCCN1C(=O)[C@@H]2C[C@@H](O)CN2C2(CN(Cc3c[nH]c4ccccc34)C2)C1=O	-8%
O=C(c1ccc2c(c1)N(Cc1ccc(Cl)cc1)C(=O)c1ccccc1S2(=O)=O)N1CCN(c2ccccn2)CC1	-17%
CCCS(=O)(=O)N1CC(F)(F)C[C@H]1c1nc(-c2cccnc2)no1	31%
O=C(NC1CCN(C(=O)N2CC3CC(C2)[C@H]2CCCC(=O)N2C3)CC1)c1cnccn1 (stereo partly specified)	8%
COc1nnc(-c2ccc(N3CCCCC3)c(NC(=O)COc3ccccc3)c2)c2ccccc12	26%
COc1ccc(C2CCCN2CC(=O)N(C)Cc2ccc(C)cc2)cc1 (stereo unspecified)	-4%
O=C(O)CCc1ccc(S(=O)(=O)Nc2cccc(S(=O)(=O)N3CCCCC3)c2)cc1	5%
Cc1ccccc1C(=O)N1CCC2(C1)C(=O)N(C)c1ccccc12 (stereo unspecified)	16%
CN1CC(=O)N(C2CCCNC2)Cc2c(NCCc3ccccc3F)ncnc21 (stereo unspecified)	?
Cc1ccc(N2C(=O)CC(c3c[nH]c4ccccc34)C2=O)cc1 (stereo unspecified)	10%
COc1ccc2nc([C@H]3CCN(Cc4ccc(F)cc4)C3)[nH]c2c1	?
Cc1ccccc1Nc1c(-c2ccc(N3CCOCC3)cc2)nc2ccccn12	?
CCCn1nc(C(=O)N(CCOC)Cc2cccs2)c2ccccc2c1=O	3%
O=C(c1ccc2c(c1)OCO2)N1CCC2(CC1)CC(O)CCO2 (stereo unspecified)	27%
CC(C)CC(=O)Nc1cccc(C(=O)Nc2ccc(C(=O)O)cc2)c1	7%
CCc1ccccc1NC(=O)c1sc(-n2nc(C)c(Cc3ccccc3)c2C)nc1C	-23%
O=CN1CCC(Cn2cnc3cccnc32)CC1	18%[86.2 µM]

As a working copy, 13 of the compounds above.
Structure	KDM5B inh
COCCCNC(=O)N1CCc2nn(C)c(=O)n2CC1	-13%
Cn1c(CCC(=O)N2CC[C@H](CO)[C@H](O)C2)nc2cccnc21	-24%
COc1cc(NC(=O)NC(C)c2ccc(Cl)cc2Cl)cc(OC)c1OC (stereo unspecified)	12%
COc1cccc(CC(=O)NCC2Cn3cccc3C(=O)N2Cc2ccccc2)c1 (stereo unspecified)	-3%
COc1ccc(C(=O)N2CCc3nnc([C@@H]4C[C@@H](O)CN4C)n3CC2)cn1	-11%
c1ccc(-c2nn[nH]n2)cc1	-8%
CCOC(=O)c1cnc2cc(C(F)(F)F)ccc2c1N1CCN(c2ccc(F)cc2)CC1	?
Cc1ccnc(Cc2ccccc2)n1	31%
O=C(O)CCC(=O)N[C@H]1CCN2C(=O)c3cc(-c4ccccc4)ccc3NC(=O)[C@H]12	-1%[86.2 µM]
CN1C(=O)C2(CC(=O)Nc3[nH]ncc32)c2ccccc21 (stereo unspecified)	6%
O=C(Nc1ccccc1)N1CCC(Oc2ncccc2C(=O)N2CCOCC2)C1 (stereo unspecified)	-12%
COc1ccc(OC)c(CNC(=O)c2cc3c(-c4ccc(OC)c(OC)c4)nn(C)c3s2)c1	?
O=C(Cc1ncc(C(F)(F)F)cc1Cl)NCc1cccnc1	-11%

Going on with the list.
Structure	KDM5B inh
CSc1cccc(-n2nnc(-c3nsc(NC(=O)c4cccs4)n3)c2C)c1	30%[activator]
Cc1nc(-c2c3n(c(=O)n(Cc4ccc(C#N)cc4)c2=O)CCCCC3)no1	21%
Clc1ccc(-c2nnc([C@H]3CCN(Cc4c[nH]c5ccccc45)C3)o2)cc1	?
COc1ccc(C2CCCN2C(=O)NCCn2ccnc2)c(OC)c1 (stereo unspecified)	6%

The list is partial, so the mix of outcomes need not match the whole.
